Source: PubChem BioAssay (several laboratories)
SKN-1 block – inhibitors of C. elegans SKN-1; actives 0.49% (n = 360,000); C. elegans VP596 Pgst-4::GFP/RFP ratio, acrylamide-induced, 24 h; inhibition, % at 21.8 µM;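 active means interference check ratio from 0.5 to 1.5 plus GFP to RFP signal ratio inhibition reaching or exceeding a fixed threshold, cut at about 30% in these data, passing the limit was not always enough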; further: some compounds called inactive have numbers as strong as hits
CSN inh – inhibitors of human CSN-mediated cullin deneddylation | inhibition, % at 12.5 µM | Purified CSN, SCF-Nedd8-OG deneddylation, fluorescence polarization | AID 651999 | Q92905 | actives 0.38% (n = 360,000);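 active means pattern-corrected inhibition above about 35%, with an unprinted fluorescence ratio check between 0.5 and 1.5, limit read from the data, passing the limit was not always enough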;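 further: 0% = enzyme with substrate and 100% = substrate without enzyme; some results filed as inactive read as strong as hits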
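Test system: Human Csn5 produced in HEK293T cells | Compound: 12.5 µM single point | Times: 90 min, room temperature | Signal: Fluorescence polarization readout | Read-out basis: % inhibition of substrate cleavage by Csn5 | Controls: no-enzyme wells high, enzyme-with-substrate wells low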
NadD inh – blocks S. aureus nicotinate mononucleotide adenylyltransferase; purified NadD enzyme, colorimetric absorbance read-out; AID 602399; inhibition, % at 20 µM; actives 0.78% (n = 360,000); in the data active means inhibition above about 26%; further: some compounds past the cut are filed as inactive
Rpn11 block – Rpn11 (human) deubiquitinase inhibition. actives 0.59% (n = 360,000). O00487. calls only at 20 µM. human 26S proteasome, Ub4-pepOG fluorescence polarization; 20S core pre-blocked with epoxomicin;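 active means inhibition at 20 µM, scaled to each plate's controls, above about 33%, limit read from the data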
Target sequence (O00487 whole entry, looked up): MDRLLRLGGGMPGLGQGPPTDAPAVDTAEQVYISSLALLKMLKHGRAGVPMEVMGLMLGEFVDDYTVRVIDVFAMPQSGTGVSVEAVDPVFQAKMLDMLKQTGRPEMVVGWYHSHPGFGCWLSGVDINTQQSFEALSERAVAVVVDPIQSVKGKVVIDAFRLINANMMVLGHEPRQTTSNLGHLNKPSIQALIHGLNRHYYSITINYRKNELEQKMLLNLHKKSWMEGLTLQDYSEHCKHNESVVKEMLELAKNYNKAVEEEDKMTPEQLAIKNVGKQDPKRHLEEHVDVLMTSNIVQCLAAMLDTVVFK
Neddyl block – inhibitors of human cullin neddylation | actives 0.58% (n = 360,000) | AID 651699 | P61081+Q13564 | calls only at 25 µM | TR-FRET cullin neddylation, biochemical; in the data active means inhibition above about 36%
Target sequence (P61081 whole entry, looked up): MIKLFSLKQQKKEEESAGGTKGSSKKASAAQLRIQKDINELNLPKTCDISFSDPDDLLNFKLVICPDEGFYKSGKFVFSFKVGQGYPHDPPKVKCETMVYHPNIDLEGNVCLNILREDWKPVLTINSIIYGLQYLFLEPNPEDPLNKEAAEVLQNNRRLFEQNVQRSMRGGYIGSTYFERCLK
Target sequence (Q13564 whole entry, looked up): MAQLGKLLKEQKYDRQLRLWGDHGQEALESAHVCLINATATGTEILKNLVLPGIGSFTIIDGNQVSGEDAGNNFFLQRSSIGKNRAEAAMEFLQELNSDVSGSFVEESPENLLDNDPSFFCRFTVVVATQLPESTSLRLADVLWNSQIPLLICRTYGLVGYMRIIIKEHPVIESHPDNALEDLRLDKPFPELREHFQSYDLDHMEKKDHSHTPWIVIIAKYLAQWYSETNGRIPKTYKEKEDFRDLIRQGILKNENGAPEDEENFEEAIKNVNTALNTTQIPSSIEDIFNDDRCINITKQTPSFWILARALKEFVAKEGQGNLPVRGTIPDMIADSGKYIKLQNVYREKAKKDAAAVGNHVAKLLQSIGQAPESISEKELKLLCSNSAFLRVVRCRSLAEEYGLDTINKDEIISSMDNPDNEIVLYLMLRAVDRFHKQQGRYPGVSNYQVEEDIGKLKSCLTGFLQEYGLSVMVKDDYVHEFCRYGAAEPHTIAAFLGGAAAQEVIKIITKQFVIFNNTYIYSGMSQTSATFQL
FAS-TE inh – FAS thioesterase (human) inhibition; actives 0.67% (n = 360,000); recombinant FAS-TE, OMFH fluorogenic substrate, fluorescence endpoint; inhibition, % at 15 µM;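 active means compounds whose normalised, plate-corrected inhibition of enzyme fluorescence in the single-dose primary screen is 50% or more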;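 further: 0% = DMSO with enzyme and 100% = substrate without enzyme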
MLLE-PAM2 inh – blocks PAM2 peptide binding to the PABP1 MLLE domain. actives 0.36% (n = 360,000). AID 588489. GST-MLLE / FITC-PAM2 fluorescence polarization. inhibition, % at 20 µM; in the data active means inhibition above about 35%, passing the limit was not always enough;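 further: plate controls were DMSO wells with GST-MLLE for no effect and wells lacking GST-MLLE protein for full effect; some results filed as inactive read as strong as hits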
Rin1-Abl PPI inh – human Rin1-Abl interaction inhibition; P00519+Q13671; TR-FRET Rin1/Abl binding, biochemical; inhibition, % at 7.35 µM; actives 0.4% (n = 360,000); AID 588664; in the data active means inhibition above about 5%, passing the limit was not always enough
MT1-MMP act inh – inhibitors of human MT1-MMP activation. P50281. HT1080 RFP-PRO-GFP cells, GFP/RFP ratio fluorescence, overnight; percent of plate control window, DMSO zero. GFP/RFP ratio change, % at 20 µM. actives 0.061% (n = 360,000). AID 651647;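 active means GFP/RFP ratio change of at least 30% with cell ATP level not reduced by more than half and red fluorescence within 50% of control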; further: strong numbers were not always called active
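system = RFP-PRO-GFP reporter HT1080 cells | dosing = 20 µM single dose, 1% DMSO | timing = overnight cell settling, then overnight compound exposure, 37 °C, 5% CO2 | read-out basis = GFP/RFP fluorescence ratio | controls = DMSO and RFP-L50D-GFP cell wells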
Starred values were filed as active, the others as inactive; i = inactive; · = not tested or not shown; + = active, no number. Compounds as they come; any-hit rate near 3.9%.

SMILES	SKN-1 block	CSN inh	NadD inh	Rpn11 block	Neddyl block	FAS-TE inh	MLLE-PAM2 inh	Rin1-Abl PPI inh	MT1-MMP act inh
CCc1nc2ccc(C(=O)Nc3ccc(OC)c(OC)c3)cn2c1N(C)Cc1ccc(N(C)C)cc1	17	-5	0	i	i	5	3	-3	0
C/C(Cn1nnc([N+](=O)[O-])n1)=N\NC(=O)c1ccc(Cl)c(Cl)c1	12	2	12	i	i	6	-6	-2	-6
Fc1cccc(Cc2c(-c3cccc(Cl)c3)nc3c(Cl)cc(C(F)(F)F)cn23)c1	8	-1	3	i	i	0	-2	0	1
S=c1[nH]nc(-c2ccco2)n1Cc1ccccc1	13	-2	0	i	i	1	-3	-1	-6
COc1ccc(CNC(=O)C2CC(O)CN2C(=O)Nc2ccccc2)cc1 (stereo not given)	-23	-3	-3	i	i	0	-3	-1	0
CC(=O)c1cccc(CN2CCN(Cc3ccccc3)C(CCO)C2)c1 (stereo not given)	-10	6	-5	i	i	-3	-13	0	2
C=CCn1c(C)csc1=Nc1ccccc1C	3	2	11	i	i	10	1	3	0
Cc1ccc(S(=O)(=O)N2CCOCC2)c(C)c1NS(C)(=O)=O	6	2	4	i	i	-7	10	0	4
O=C(NC1CCCCCC1)c1cccnc1Sc1ccccc1	2	-13	-4	i	i	-9	-17	2	2
CCN(CC)S(=O)(=O)c1ccc(/C=C/C(=O)OCC#N)cc1	2	1	-3	i	i	-2	-7	0	2
COc1ccc(C)cc1NS(=O)(=O)c1ccc(NC(=O)CN(c2cc([N+](=O)[O-])ccc2C)S(C)(=O)=O)cc1	8	1	10	i	i	32	-2	5	-2
COC(=O)c1nc2nc(C)cc(C(F)(F)F)n2n1	2	-2	-2	i	i	-5	-1	2	-5
Cc1ccccc1NC(=O)c1cn2c(nc3ccccc32)c(C#N)c1C	2	9	-2	i	i	-4	-9	2	-6
Cc1cccc(NS(=O)(=O)c2cccc(C(=O)NCC(C)(C)N3CCOCC3)c2)c1	14	6	-3	i	i	-6	-11	0	3
COc1ccc(CC(=O)NCC(=O)N/N=C/c2ccco2)cc1	5	-8	0	i	i	-6	6	-4	7
COc1ccc(-c2cc(C(=O)NCCCN3CCOCC3)c3cc(C(C)C)ccc3n2)cc1	6	3	-9	i	·	0	5	-1	-1
Cc1ccc(-c2csc(N(CCO)CCCn3c(C(F)(F)F)nc4ccccc43)n2)cc1	3	1	-1	i	i	13	28	0	-2
O=C1OC2(O)C3C4C=CC(C4)C3C(=O)N2c2ccccc21 (stereo not given)	-7	-2	-4	i	i	-4	-2	-2	-2
CCCCOCCCNC(=O)c1c(-c2ccccc2)noc1C	20	-5	4	i	i	-4	8	2	6
COCOc1ccc(-c2ncc(OC)nc2NC(=O)c2cc(C)oc2C)cc1	23	2	-5	i	i	-3	-6	2	1
COc1ccc(C)cc1NC(=O)C(=O)c1cn(CC(=O)N2CCCC2)c2ccccc12	-4	-1	4	i	i	24	5	1	0
C[C@H](O)Cc1cc2ccccc2c(=O)o1	4	-5	0	i	i	-14	4	-1	2
O=C(c1ccc2ccccc2c1)C1CCCN(C(=O)c2noc3c2CCCC3)C1 (stereo not given)	2	-1	-3	i	i	17	-1	-3	3
CCOC(=O)c1cccc(NC(=O)COc2nsnc2N2CCOCC2)c1	-7	0	-16	i	i	-1	7	-1	2
CCC(C)(C)C(=O)Nc1cc([N+](=O)[O-])ccc1F	9	-6	-5	i	i	1	4	1	2
Cc1cc(N2CCOCC2)nc2ccc(NC(=S)NCc3ccc4c(c3)OCO4)cc12	-1	-4	10	i	i	5	-48	-1	2
Cc1ccsc1/C=N/NC(=O)c1ccc2c(c1)OCCO2	15	0	-8	i	i	-2	5	-1	2
COc1ccc(Cc2nnc(N/N=C/c3ccc(O)cc3)[nH]c2=O)cc1OC	5	-2	-3	i	i	-15	-24	-3	-10
CCCn1c(NCc2cccc(OC)c2OC)nc2ccccc21	-29	0	-2	i	i	-3	4	3	·
CN(C(=O)c1ccc(NC(=O)Cc2ccc(NC(=O)C3CCCN(C(=O)c4ccccc4)C3)cc2)cc1)C1CCCC1 (stereo not given)	-14	-5	6	i	i	-7	-1	2	1
Cc1cc(Nc2ccc3c(c2)OCCO3)n2ncnc2n1	14	-1	-3	i	i	-8	3	0	6
CNC(=O)CCCN1C(=O)c2ccccc2Sc2ncccc21	0	-2	-3	i	i	-6	4	-3	-2
Cc1ccc(S(=O)(=O)NCCc2c[nH]c3ccccc23)cc1	9	3	-8	i	i	7	0	0	-2
Cc1nc2cc(C(=O)O)ccc2n1-c1ccc(F)cc1F	13	-2	-3	i	i	-8	-14	0	5
CCC(=O)N1CCc2cc(Br)cc(S(=O)(=O)CC(=O)OC)c21	-1	4	-4	i	i	-7	22	1	2
CCN(Cc1ccccc1)C(=O)CC(=O)N(CC)Cc1ccccc1	9	-1	2	i	i	1	-4	-2	0
Cc1cc2cc(CCNC(=O)C(C)C)c(=O)[nH]c2cc1C	5	0	0	i	i	-5	-14	1	4
O=C(COC(=O)C1CC2CCCC(C1)C2=O)Nc1nc(-c2ccc(F)c(F)c2)cs1 (stereo not given)	13	0	-1	i	i	15	18	-1	7
Cc1ccc(/C=N/n2cnnc2)s1	-18	0	-3	i	i	-6	-3	-3	3
Cc1c(CC=C(Cl)Cl)c(=O)[nH]c2c(C)cccc12	3	1	1	i	i	-6	4	1	-3
Cc1ccc(S(=O)(=O)N2CC(=O)Nc3ccccc32)cc1C	2	-4	-1	i	i	-6	7	1	1
CCCCNC(=O)CCn1c(=O)c2ccccc2n(Cc2ccccc2C)c1=O	6	4	-2	i	i	-17	4	-4	3
COc1ccc(C(=O)Nc2ccc(CN3CCS(=O)(=O)CC3)cc2)cc1	-8	1	-6	i	i	-7	1	-3	4
CCn1nnc(NC(=O)c2ccccc2Br)n1	1	-9	-8	i	i	-9	-13	1	0
O=C(CSc1nnc(Cc2ccccc2)n1Cc1ccco1)NC1CCCC1	4	3	5	i	i	-4	-11	-2	-6
CCC(Sc1nc2ccsc2c(=O)n1-c1ccc(Cl)c(C)c1)C(=O)NCc1ccco1 (stereo not given)	7	-2	7	i	i	17	2	1	-3
O=C(c1ccccc1)N1CCN(C(=S)NCc2ccc3c(c2)OCO3)CC1	-2	6	4	i	i	5	-120	1	7
O=C(CCC(=O)OCC(F)(F)C(F)F)Nc1ccccc1F	-5	2	-3	i	i	-5	-12	-2	1

In the list so far, these have a Cl atom.
SMILES	SKN-1 block	CSN inh	NadD inh	Rpn11 block	Neddyl block	FAS-TE inh	MLLE-PAM2 inh	Rin1-Abl PPI inh	MT1-MMP act inh
C/C(Cn1nnc([N+](=O)[O-])n1)=N\NC(=O)c1ccc(Cl)c(Cl)c1	12	2	12	i	i	6	-6	-2	-6
Fc1cccc(Cc2c(-c3cccc(Cl)c3)nc3c(Cl)cc(C(F)(F)F)cn23)c1	8	-1	3	i	i	0	-2	0	1
Cc1c(CC=C(Cl)Cl)c(=O)[nH]c2c(C)cccc12	3	1	1	i	i	-6	4	1	-3
CCC(Sc1nc2ccsc2c(=O)n1-c1ccc(Cl)c(C)c1)C(=O)NCc1ccco1 (stereo not given)	7	-2	7	i	i	17	2	1	-3

(further entries)
SMILES	SKN-1 block	CSN inh	NadD inh	Rpn11 block	Neddyl block	FAS-TE inh	MLLE-PAM2 inh	Rin1-Abl PPI inh	MT1-MMP act inh
O=S(=O)(NCc1ccccc1)c1ccc(S(=O)(=O)N2CCCCC2)cc1	14	1	-1	i	i	-3	11	-1	1
CC1N(C(=O)N2CCOCC2)CCN1S(=O)(=O)c1cccc(C(F)(F)F)c1 (stereo not given)	-2	0	-1	i	i	-6	-10	2	-2
CN(Cc1nc2ccccc2n1C)c1ccccc1	2	-4	-8	i	i	-2	8	2	1
CCN(C(=O)COC(=O)C1CCN(S(=O)(=O)c2ccc(C)c(C)c2)CC1)C1CCS(=O)(=O)C1 (stereo not given)	19	1	2	i	i	-5	-6	2	0
CCOC(=O)CCCCC(=O)c1[nH]c(=O)[nH]c1CSc1nnc2c3ccccc3n(C(C)C)c2n1	1	0	6	i	i	1	14	53*	-2
[O-]C1=N/[N+](=C/c2ccccc2Cl)CC1	35*	-4	1	i	i	-9	18	-1	7
O=C(/C=C/c1ccc2c(c1)OCO2)N1CCCCC1	13	-4	-4	i	i	-5	14	-2	-2
Cc1c(C(=O)N(Cc2cccc(Br)c2)C2CCS(=O)(=O)C2)oc2ccc(F)cc12 (stereo not given)	20	3	0	i	i	36	-6	-5	-6
CN(CC(=O)Nc1cccc(F)c1)CC(=O)Nc1cccc(S(=O)(=O)N2CCCCC2)c1	5	1	1	i	i	16	-2	-1	5
COc1cc(C(C)=O)ccc1OCC(=O)Nc1cc(Cl)ccc1-n1cncn1	8	-2	1	i	i	3	14	-4	3
Cc1ccc(NC(=O)C(NC2CCCc3ccccc32)c2ccccc2)c([N+](=O)[O-])c1 (stereo not given)	5	-9	0	i	i	22	-4	-5	-6
Cc1ccc(C(=O)N2CCN(c3ccccc3F)CC2)cc1NC1=NC2CS(=O)(=O)CC2S1 (stereo not given)	-6	3	7	i	i	-5	-44	7	0
O=C1C(Cc2ccc(O)cc2)NC(=S)N1Cc1ccccc1 (stereo not given)	-10	3	-2	i	i	0	-98	-6	-4
COc1ccc(CCNC(=O)c2ccc(N3CCCCS3(=O)=O)cc2)cc1OC	12	-2	3	i	i	-2	9	0	-1
Cc1ccc(CNC(=O)C2CC(=O)N(C3CCCC3)C2)cc1 (stereo not given)	5	3	-3	i	i	-4	0	4	-3
CCCCOC(=O)c1ccc(NS(=O)(=O)c2cc(-c3nnnn3CC)ccc2OC)cc1	4	-2	-5	i	i	23	6	2	3
CC(=O)c1ccc(S(=O)(=O)N2CCN(c3ccccc3F)CC2)cc1	4	-3	1	i	i	12	3	-2	-6
O=C(CCS(=O)(=O)c1ccccc1)N(CCCN1CCOCC1)c1nc2c(F)cccc2s1	6	-3	-8	i	i	9	1	-1	4
CCOc1ccc(C(=O)OCCCN(C)C)cc1	8	-4	-2	i	i	-9	-1	-1	4
CCCc1cc(C(=O)Nc2ccc(C(=O)OC)cc2)cs1	20	0	-7	i	i	2	-3	0	2
O=c1[nH]c(C2CCN(S(=O)(=O)c3ccccc3C(F)(F)F)CC2)nc2c1nnn2Cc1ccccc1	-17	5	4	i	i	25	-6	-2	-2
FC(F)Oc1cccc(NC(=S)N2CCN(c3ccccn3)CC2)c1	-3	1	0	i	i	3	-128	2	2
Cn1c(N/N=C/c2ccccc2)nc2sc3c(c2c1=O)CCC3	48*	-2	4	+	i	17	-49	-2	5
COc1ccc(OCC(=O)NCCCNC(=O)COc2ccc(OC)cc2)cc1	5	0	1	i	i	-7	21	4	3
CC(c1nc2ccccc2[nH]1)n1c(=O)c(-c2cccs2)nc2ccccc21 (stereo not given)	6	-1	·	·	i	·	·	·	-2
Cc1c(O)ccc2c(CC(=O)N[C@@H](Cc3ccccc3)C(=O)O)cc(=O)oc12	0	1	-7	i	·	-6	5	1	3

An excerpt from above in order of SMILES length, lowest first:
SMILES	SKN-1 block	CSN inh	NadD inh	Rpn11 block	Neddyl block	FAS-TE inh	MLLE-PAM2 inh	Rin1-Abl PPI inh	MT1-MMP act inh
COc1ccc(OCC(=O)NCCCNC(=O)COc2ccc(OC)cc2)cc1	5	0	1	i	i	-7	21	4	3
CC(c1nc2ccccc2[nH]1)n1c(=O)c(-c2cccs2)nc2ccccc21 (stereo not given)	6	-1	·	·	i	·	·	·	-2
CCCCOC(=O)c1ccc(NS(=O)(=O)c2cc(-c3nnnn3CC)ccc2OC)cc1	4	-2	-5	i	i	23	6	2	3
